Screening data deposited in PubChem BioAssay by University of Kansas High Throughput Screening Laboratory.
Pf apPOL block: Pf-apPOL DNA polymerase inhibition; hit rate 0.25% among 210,000; inhibition, % at 10 µM; Recombinant Pf-apPOL, molecular beacon fluorescence, 1.5 h; AID 1794808
mHTT CaM bind: inhibitors of human mutant huntingtin-calmodulin interaction; P42858; AlphaScreen His-mHTT/GST-CaM binding, luminescence; inhibition, % at 15 µM; hit rate 3.6% among 190,000;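 also: 0% = both proteins with DMSO and 100% = one protein alone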
Target sequence (P42858 whole entry, looked up, stated change not applied): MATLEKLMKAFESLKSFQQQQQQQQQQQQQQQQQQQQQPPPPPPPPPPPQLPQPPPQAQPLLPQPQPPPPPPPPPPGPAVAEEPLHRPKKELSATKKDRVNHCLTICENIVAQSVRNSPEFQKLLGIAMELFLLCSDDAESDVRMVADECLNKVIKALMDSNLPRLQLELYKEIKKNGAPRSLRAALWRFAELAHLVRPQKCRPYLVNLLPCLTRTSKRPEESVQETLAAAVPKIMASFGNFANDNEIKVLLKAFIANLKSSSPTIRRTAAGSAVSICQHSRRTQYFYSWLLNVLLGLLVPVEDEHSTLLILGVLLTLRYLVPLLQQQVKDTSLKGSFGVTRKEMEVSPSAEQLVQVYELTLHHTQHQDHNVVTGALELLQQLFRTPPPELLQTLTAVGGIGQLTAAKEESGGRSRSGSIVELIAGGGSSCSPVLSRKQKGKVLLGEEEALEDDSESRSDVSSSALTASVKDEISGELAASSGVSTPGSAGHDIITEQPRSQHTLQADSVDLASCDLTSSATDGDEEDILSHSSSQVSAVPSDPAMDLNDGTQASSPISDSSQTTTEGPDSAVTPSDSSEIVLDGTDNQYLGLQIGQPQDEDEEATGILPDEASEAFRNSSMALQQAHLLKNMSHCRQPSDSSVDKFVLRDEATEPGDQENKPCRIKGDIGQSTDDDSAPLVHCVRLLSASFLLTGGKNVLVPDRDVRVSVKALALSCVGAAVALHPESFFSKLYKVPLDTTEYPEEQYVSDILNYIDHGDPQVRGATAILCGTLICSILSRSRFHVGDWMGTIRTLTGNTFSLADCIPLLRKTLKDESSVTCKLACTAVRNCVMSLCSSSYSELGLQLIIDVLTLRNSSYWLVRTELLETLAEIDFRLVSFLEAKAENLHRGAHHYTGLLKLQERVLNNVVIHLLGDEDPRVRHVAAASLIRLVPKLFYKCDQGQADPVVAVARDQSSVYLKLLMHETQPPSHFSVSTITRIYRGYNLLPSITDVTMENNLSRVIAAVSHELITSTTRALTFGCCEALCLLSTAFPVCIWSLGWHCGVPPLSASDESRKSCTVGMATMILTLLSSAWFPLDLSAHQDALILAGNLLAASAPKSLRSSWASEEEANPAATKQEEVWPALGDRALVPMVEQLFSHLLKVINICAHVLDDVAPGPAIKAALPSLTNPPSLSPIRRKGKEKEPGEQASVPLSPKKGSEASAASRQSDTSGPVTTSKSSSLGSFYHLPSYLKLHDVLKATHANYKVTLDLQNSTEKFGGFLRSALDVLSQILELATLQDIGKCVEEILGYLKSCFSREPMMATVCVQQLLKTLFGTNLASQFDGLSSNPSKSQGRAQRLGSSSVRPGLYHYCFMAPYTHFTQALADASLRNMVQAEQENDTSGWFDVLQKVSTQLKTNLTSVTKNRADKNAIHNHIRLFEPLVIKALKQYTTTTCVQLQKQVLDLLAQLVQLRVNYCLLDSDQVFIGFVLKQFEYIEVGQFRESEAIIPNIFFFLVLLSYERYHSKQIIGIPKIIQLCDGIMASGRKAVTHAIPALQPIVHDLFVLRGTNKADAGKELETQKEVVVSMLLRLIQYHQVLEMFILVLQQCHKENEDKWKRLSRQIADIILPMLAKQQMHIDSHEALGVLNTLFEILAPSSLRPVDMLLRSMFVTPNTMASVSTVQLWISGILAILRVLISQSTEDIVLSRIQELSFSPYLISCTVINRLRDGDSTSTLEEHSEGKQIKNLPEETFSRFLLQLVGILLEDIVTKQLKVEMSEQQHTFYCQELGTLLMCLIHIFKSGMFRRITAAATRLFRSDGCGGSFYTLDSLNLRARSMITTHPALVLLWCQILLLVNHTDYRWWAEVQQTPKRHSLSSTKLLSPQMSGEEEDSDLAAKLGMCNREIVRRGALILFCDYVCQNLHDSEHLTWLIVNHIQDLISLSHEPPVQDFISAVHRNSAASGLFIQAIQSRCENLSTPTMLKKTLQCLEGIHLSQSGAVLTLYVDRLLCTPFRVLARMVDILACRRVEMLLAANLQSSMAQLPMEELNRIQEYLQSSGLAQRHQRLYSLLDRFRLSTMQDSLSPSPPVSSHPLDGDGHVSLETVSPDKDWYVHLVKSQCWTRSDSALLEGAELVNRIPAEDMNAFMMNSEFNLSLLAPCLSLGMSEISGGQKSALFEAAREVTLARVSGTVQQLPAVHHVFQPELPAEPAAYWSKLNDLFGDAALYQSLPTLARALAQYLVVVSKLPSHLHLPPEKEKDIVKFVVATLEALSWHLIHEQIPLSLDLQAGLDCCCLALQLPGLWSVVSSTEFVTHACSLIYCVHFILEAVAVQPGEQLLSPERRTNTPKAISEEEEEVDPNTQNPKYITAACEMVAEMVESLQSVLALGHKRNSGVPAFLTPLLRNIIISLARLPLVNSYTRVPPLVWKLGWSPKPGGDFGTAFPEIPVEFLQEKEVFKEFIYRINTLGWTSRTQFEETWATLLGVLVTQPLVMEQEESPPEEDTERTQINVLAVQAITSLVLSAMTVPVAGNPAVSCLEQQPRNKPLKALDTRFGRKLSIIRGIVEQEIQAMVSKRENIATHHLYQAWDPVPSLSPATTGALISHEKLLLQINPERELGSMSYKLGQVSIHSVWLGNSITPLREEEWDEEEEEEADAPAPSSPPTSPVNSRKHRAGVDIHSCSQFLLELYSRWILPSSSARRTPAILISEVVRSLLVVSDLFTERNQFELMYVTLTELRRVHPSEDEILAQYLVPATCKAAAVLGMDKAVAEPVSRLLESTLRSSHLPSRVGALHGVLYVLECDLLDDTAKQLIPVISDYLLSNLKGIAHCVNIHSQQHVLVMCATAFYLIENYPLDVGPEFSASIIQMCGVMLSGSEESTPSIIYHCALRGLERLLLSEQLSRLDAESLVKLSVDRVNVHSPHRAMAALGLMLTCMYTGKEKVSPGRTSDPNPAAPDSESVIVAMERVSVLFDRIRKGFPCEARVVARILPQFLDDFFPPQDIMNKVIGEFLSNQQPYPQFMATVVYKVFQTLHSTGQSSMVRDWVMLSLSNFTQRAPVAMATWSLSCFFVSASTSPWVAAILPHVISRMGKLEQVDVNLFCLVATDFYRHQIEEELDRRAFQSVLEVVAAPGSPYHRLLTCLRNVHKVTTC
An asterisk follows results filed as active; nt = no result given; & = joins results of further samples. Rule as the data show it: active = inhibition above about 50%; inactive = the rest. Hits appear at their usual frequency; 3.5% or so of the library scored in one or more.

no. | SMILES | mHTT CaM bind | Pf apPOL block
1 | COc1ccccc1C(c1c(C)[nH][nH]c1=O)C(C#N)C#N (stereo not drawn) | 2 | 1
2 | CC(=O)Nc1ccccc1NC(=O)c1ccc(C)cc1Cl | -3 | -8
3 | Cc1ccc(S(=O)(=O)N(C)c2c(C)ccc(S(=O)(=O)N3CCCCC3)c2C)cc1 | -11 | -4
4 | CSCCC(C(=O)N1CCOCC1)N1C(=O)C2C3c4ccccc4C(c4ccccc43)C2C1=O (stereo not drawn) | 17 | 0
5 | Cc1oc(C2CCN(C(=O)NC3CCCC3)CC2)nc1C(=O)N1CCOCC1 | -5 | 5
6 | O=C(Nc1nc(-c2ccccc2)cs1)c1ccc(Br)o1 | 0 | 2
7 | COc1cccc(NS(=O)(=O)c2cccc3cccnc23)c1 | 0 | -3
8 | CC(C)c1noc(C2(NC(=O)c3cccc(F)c3)CCCCC2)n1 | -14 | -3

Screen by screen, quoted from above.
Entries 2–5 in mHTT CaM bind: -3, -11, 17, -5

More records.
no. | SMILES | mHTT CaM bind | Pf apPOL block
9 | N#Cc1cnc2cc(-c3ccc(Cl)cc3)nn2c1N | 10 | -1
10 | COc1cccc(-n2c(SCC(=O)N3CCCC3)nc3n[nH]c(C)c3c2=N)c1 | 20 | -2
11 | COc1ccc(CCN=C(N)Nc2nc(C)cc(C)n2)cc1OC | -1 | -2
12 | CC(=O)N1CCc2cc(N3CC(C(=O)Nc4ccc(F)cc4Cl)CC3=O)ccc21 (stereo not drawn) | -5 | -2
13 | N#C/C(=C\c1ccc2c(c1)OCO2)c1nc2ccccc2[nH]1 | 14 | 1
14 | CCc1ccc(NC(=O)N2CCC(c3nc4cccnc4n3C)C2)cc1 (stereo not drawn) | -3 | -6
15 | O=C(O)c1ccc(-n2c(-c3ccccc3)nc3ccccc3c2=O)cc1 | 2 | 3
16 | Cc1ccccc1/C=C/C1=NCCN1 | nt | 7
17 | COc1ccccc1/C=C/C1Nc2ccccc2C(=O)N1c1ccccc1C (stereo not drawn) | 6 | -1
18 | CCOc1ccc(S(=O)(=O)Nc2c(Cl)cccc2C(F)(F)F)c2cccnc12 | 28 | -2
19 | O=C(Nc1cccc(I)c1)C(=O)c1c(O)[nH]c2ccccc12 | 4 | -5
20 | COc1ccc(C(=O)CC(=O)c2ccccc2)cc1 | 42 | 4
21 | O=C(N/C(=C\c1ccco1)C(=O)N1CCOCC1)c1ccc(Br)o1 | 8 | -10
22 | CCC(NS(=O)(=O)c1cccc2nsnc12)C12CC3CC(CC(C3)C1)C2 (stereo not drawn) | 32 | -6
23 | COc1ccc(-c2cc(C(F)(F)F)n3nc(C(N)=O)c(Br)c3n2)cc1 | 12 | 0
24 | CS(=O)(=O)NCCNc1ccc([N+](=O)[O-])cc1 | 6 | -4

One compound at a time (already shown). Order of values: mHTT CaM bind	Pf apPOL block
Profile of COc1ccccc1/C=C/C1Nc2ccccc2C(=O)N1c1ccccc1C (stereo not drawn) : 6	-1
Profile of O=C(Nc1cccc(I)c1)C(=O)c1c(O)[nH]c2ccccc12 : 4	-5
Profile of CCC(NS(=O)(=O)c1cccc2nsnc12)C12CC3CC(CC(C3)C1)C2 (stereo not drawn) : 32	-6

Further records follow:
no. | SMILES | mHTT CaM bind | Pf apPOL block
25 | CCCCC(C(=O)Nc1cccc(C)c1)N1C(=O)c2ccccc2C1=O (stereo not drawn) | -4 | -5
26 | Cc1ccc(NC(=O)c2ccc(NCCN)c([N+](=O)[O-])c2)cc1Cl | 54* | 0
27 | CC(=O)N1CCN(c2ccc(NC(=O)c3cc(Br)ccc3Cl)cc2)CC1 | 1 | 3
28 | O=C(NCCSCc1ccco1)c1ccc(Br)cc1 | -3 | -9
29 | Cc1ccc(N2CCC(NC(=O)c3ccc4c(c3)OCO4)C2=O)cc1C (stereo not drawn) | -3 | 0
30 | CCC(C)(C)C(=O)N1CCCN(c2nc3c(s2)c(C)nn3-c2ccc(C)cc2)CC1 | 10 | -2
31 | COc1ccc(Oc2c(C(F)(F)F)oc3c(CN4CCCCC4C)c(O)ccc3c2=O)cc1 (stereo not drawn) | 39 | -12
32 | COc1cc(-c2nnc(CSc3ncccn3)o2)cc(OC)c1OC | 0 | nt
33 | N#CCc1ncc(-c2cc3cc(Br)cc(Br)c3oc2=O)s1 | 0 | 6
34 | O=C1c2ccc(Oc3ccc4c(c3)C(=O)N(CCCO)C4=O)cc2C(=O)N1CCCO | 3 | -6
35 | Cn1c2c(c3ccccc31)CCCC2NC=O (stereo not drawn) | 13 | -3
36 | COc1cccc(C(=O)NCCN2CCN(c3ccccc3OC)CC2)c1 | -7 | -5
37 | Cc1ccc(C2C3=C(CC(C)(C)CC3=O)Nc3ncnn32)cc1 (stereo not drawn) | 12 | -6
38 | CC(=NNC(N)=O)c1c(F)cccc1F | nt | 0&-10
39 | O=C1c2ccccc2-c2nc(=O)c3c4c(sc3n21)CCCC4 | -1&2 | 2&-2
40 | CCN1C(=O)Cc2cc(C(=O)NC(C)c3ccc(F)cc3)ccc21 (stereo not drawn) | 34 | 3
41 | COc1ccc(Cl)cc1N1C(=O)C2CCCN2C1c1ccc(F)c(F)c1 (stereo not drawn) | -6 | 0
42 | COc1ccc(C(=O)N2CC3CC(NC(=O)c4cccnc4)C2C3)c(OC)c1 (stereo not drawn) | 2 | -2
43 | c1ccc(Sc2ncnc3sc4c(c23)CCCC4)cc1 | -9 | nt
44 | COc1cc(C(=O)Nc2ccc3n[nH]nc3c2)cc(OC)c1OC | nt | -4
45 | N#Cc1ccc(C2=COC3(CCCN(C(=O)c4cccc(F)c4)C3)C2)cc1 (stereo not drawn) | 8 | -3
46 | O=C(CN1CCN(CCO)CC1)Nc1ccc(OC(F)(F)Cl)cc1 | -1 | 0
47 | CCNC(=O)c1csc(COc2ccc(F)cc2F)n1 | -4 | 0
48 | Cc1cn2c(=O)c3ccccc3nc2n2c(=O)c3ccccc3nc12 | nt | -10
49 | Cc1ccc(-c2nc3c4cnn(Cc5ccccc5)c4ncn3n2)cc1 | 3 | -15
50 | COc1ccc(/C=C/c2nc(N)nc(-c3ccccc3O)n2)cc1OC | 8 | -6
51 | COc1ccc(C(=O)NC(Nc2ccccc2Cl)C(=O)c2ccccc2)cc1 (stereo not drawn) | 15 | 0
52 | O=C(NCc1cc(-c2cccs2)on1)C1CC(=O)N(c2ccccc2)C1 (stereo not drawn) | -11 | -9
53 | Cc1cc(NC(=O)c2ccc(Cl)c(Cl)c2)cc(C)c1OCC(=O)N1CCOCC1 | 28 | -2
54 | O=C(c1ccnc(N2CCNC(c3ccccc3)C2)c1)N1CCN(c2ccccc2)CC1 (stereo not drawn) | 22 | -4
55 | O=C(CCS(=O)(=O)Cc1ccccc1)Nc1nnc(-c2ccco2)o1 | 12 | 23
56 | COc1ccccc1/C=C1\SC(N2CCN(C)CC2)=NC1=O | 7 | -5
57 | CC1CCC2N(C1)CC1C3CC4C(CC(=NO)C5CC(O)CCC54C)C3CCC1C2(C)O (stereo not drawn) | nt | -10
58 | c1ccc(SCc2ccc(-c3csnn3)cc2)nc1 | nt | -1&-3
59 | COc1ccc(CNC(=O)c2cn3c(n2)CCCC3)cc1 | -10 | -2
60 | CC(C)=C1C2C=CC1C1C(=O)N(c3ccccc3Cl)C(=O)C21 (stereo not drawn) | 2 | -10
61 | O=C(C1CCCO1)N1CCN(C(c2ccccc2)c2ccccc2)CC1 (stereo not drawn) | 6 | -5
62 | Cn1ncc(Cl)c1-c1nc(-c2nonc2N)no1 | -3&-7 | -10
63 | O=C1CCc2cc(NS(=O)(=O)Cc3ccccc3Cl)ccc2N1 | 3 | -5
64 | Cc1ccc(C2=NOC(CN(C)C(=O)c3ccccc3F)C2)cc1 (stereo not drawn) | -4 | -4

Fetched by compound from above:
no. | SMILES | mHTT CaM bind | Pf apPOL block
8 | CC(C)c1noc(C2(NC(=O)c3cccc(F)c3)CCCCC2)n1 | -14 | -3
5 | Cc1oc(C2CCN(C(=O)NC3CCCC3)CC2)nc1C(=O)N1CCOCC1 | -5 | 5
39 | O=C1c2ccccc2-c2nc(=O)c3c4c(sc3n21)CCCC4 | -1&2 | 2&-2
35 | Cn1c2c(c3ccccc31)CCCC2NC=O (stereo not drawn) | 13 | -3
10 | COc1cccc(-n2c(SCC(=O)N3CCCC3)nc3n[nH]c(C)c3c2=N)c1 | 20 | -2
29 | Cc1ccc(N2CCC(NC(=O)c3ccc4c(c3)OCO4)C2=O)cc1C (stereo not drawn) | -3 | 0

Other entries
no. | SMILES | mHTT CaM bind | Pf apPOL block
65 | Cc1onc(-c2c(F)cccc2Cl)c1C(=O)Nc1sc(C)c(-c2ccccc2)c1C(N)=O | 8 | -2
66 | Cn1c(=O)c(Sc2ccccc2)c(O)c2ccccc21 | nt | -2
67 | CC(=O)N1N=C(c2ccccc2)CC1c1ccccc1[N+](=O)[O-] (stereo not drawn) | 0 | -35
68 | COc1ccc(C2CC(=O)NN2)cc1OC1CCCC1 (stereo not drawn) | nt | 10
69 | CCCCCC(=O)N1C[C@@H](O)[C@H](n2cc(-c3ccc(F)cc3)nn2)C[C@@H]1c1ccc(OC)cc1 | -1 | 2
70 | Cc1cccc(CNC(=O)C2CCN(c3cccc(C)c3C)C2=O)c1 (stereo not drawn) | 1 | 0
71 | O=C(Nc1nc2ccccc2s1)c1ccc([N+](=O)[O-])cc1Cl | -6 | -7
72 | CC(C)N(Cc1ccc(OS(C)(=O)=O)cc1)C(=O)N(C)C | -4 | 5

Another view of 3 compounds above.
66: Cn1c(=O)c(Sc2ccccc2)c(O)c2ccccc21
  mHTT CaM bind: nt
  Pf apPOL block: -2
71: O=C(Nc1nc2ccccc2s1)c1ccc([N+](=O)[O-])cc1Cl
  mHTT CaM bind: -6
  Pf apPOL block: -7
69: CCCCCC(=O)N1C[C@@H](O)[C@H](n2cc(-c3ccc(F)cc3)nn2)C[C@@H]1c1ccc(OC)cc1
  mHTT CaM bind: -1
  Pf apPOL block: 2

More records
no. | SMILES | mHTT CaM bind | Pf apPOL block
73 | O=C(c1ccc(Br)cc1)N1N=C(c2ccccc2)CC1(O)C(F)(F)F (stereo not drawn) | 10 | 2
74 | CS(=O)(=O)N1CCN(C(=O)C2CCN(c3ccc(-c4cccs4)nn3)CC2)CC1 | -7 | -13
75 | O=C(NC12CC3CC(CC(C3)C1)C2)c1cccs1 | -6 | nt
76 | COc1ccc(NC(=O)c2ccc(C)c(Cl)c2)c([N+](=O)[O-])c1 | 7 | -1
77 | O=C1C2C3C=CC(C2C(=O)N1Cc1ccc(F)cc1)C1C(=O)N(Cc2ccc(F)cc2)C(=O)C31 (stereo not drawn) | 10 | 5
78 | CCn1cc(C(=O)Nc2cc([N+](=O)[O-])ccc2OC)c(=O)c2ccc(C)nc21 | -4 | -4
79 | COc1cc(/C=C2/C(=O)N(c3ccc(F)cc3)N=C2C)ccc1OCc1ccccc1 | 3 | 9
80 | Cc1cc(Br)c(NC(=O)C(Cl)Cl)c(Br)c1 | nt | -9&-3
81 | CC(=O)Nc1nc2nccc(-c3ccccc3)n2n1 | -4 | -6
82 | Cc1noc(COc2ccccc2)c1C(=O)Sc1ccc(F)cc1F | nt | -6
83 | Cc1cc2c(cc1C)NC(c1ccc(Cl)c(F)c1)C1=C(CC(C)(C)CC1=O)N2 (stereo not drawn) | 59* | 6
84 | O=C(Oc1ccnc2cc(Cl)ccc12)N1CCCCC1 | -2 | -9
85 | Cc1ccc(C)c(C(=O)N2CCC(c3nc(CNC(=O)C4CC4)cs3)CC2)c1 | 9 | 1
86 | Cc1cc(C)nc(N=C(NC(=O)Nc2ccc(F)cc2)Nc2ccccc2)n1 | 1 | -1
87 | O=C1NCCc2ccc(NC(=O)C3CC(=O)N(c4ccc(Cl)cc4)C3)cc21 (stereo not drawn) | 1 | -6
88 | Cc1nn(-c2ccc(F)cc2)c2nc(N3CCCC(C(=O)NC4CCCC4)C3)sc12 (stereo not drawn) | -11 | -6
89 | CC(C)CN1CCC(=O)N([C@H](CSc2ccc(Br)cc2)c2ccccc2)CC1 | 1 | -1
90 | CCOCCCNC(=O)CN1C(=O)/C(=C/c2ccc(Cl)cc2)Sc2ccccc21 | 15 | -4
91 | COc1ccc(/C=C(\C#N)[N+](=O)[O-])cc1 | 11 | -6
92 | Cc1c(C(=O)Nc2c3c(nn2-c2cccc(Cl)c2)CSC3)cccc1[N+](=O)[O-] | 0 | -4
93 | CC(=O)N(Cc1cccs1)C1(C(=O)NC2CCCC2)CCCCC1 | 0 | -2
